tim10-1 inh – growth inhibitors of tim10-1 mutant yeast, primary screen, luminescence, uHTS; 330,000 tested, 2.2% active; S. cerevisiae tim10-1 ts strain growth, BacTiter-Glo, 24 h; inhibition, % at 20 µM;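 active = inhibition of at least 40%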;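 also: mutant grown at 25 °C; 0% = DMSO wells with yeast and 100% = wells holding no yeast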
mIAP act – activators of mouse IAP, primary screen, biochemical, luminescence, uHTS | activation factor at 10 µM | 330,000 tested, 0.24% active | muIAP, CDP-Star luminescence, 30 min; hits give high values; 1 = vehicle-only enzyme signal, 0 = enzyme-free wells | AID 2805, 2010 | intestinal alkaline phosphatase [Mus musculus];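 active = activation factor of at least 2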; also: the source names both 10 and 20 µM as test concentration; values of inactives mirror those of a sister screen read the other way
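System: Mouse IAP enzyme | Also added: CDP-Star substrate | Dosing: Compounds dispensed in DMSO | Schedule: 30 min enzyme-substrate-compound incubation at room temperature | Technique: Chemiluminescence readout | Control set: DMSO-only wells and no-enzyme negative control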
mIAP inh – inhibitors of mouse IAP, primary screen, biochemical, luminescence, uHTS. purified mouse IAP, CDP-Star luminescence, 30 min. inhibition, % at 10 µM. 330,000 tested, 0.2% active. AID 2806, 2010;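 active = inhibition of at least 40% at 10 µM in the primary screen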;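 also: plate controls were DMSO with enzyme for no effect and no enzyme wells for full effect; values of inactives mirror those of a sister screen read the other way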
NLRP3 yeast inh – NALP3 inflammasome inhibitors in reconstituted yeast, primary screen, luminescence, uHTS | AID 2825, 2010 | Yeast reconstituted NLRP3/ASC/caspase-1, beta-gal luminescence, 24 h | 330,000 tested, 0.39% active | inhibition, % at 10 µM;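 active = inhibition of 50% or more; inactive = inhibition below 50%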;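 also: plate controls were induced DMSO wells for no effect and uninduced yeast grown without galactose for full effect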
MIN6 prolif – inducers of MIN6 beta-cell proliferation, primary screen, ATP luminescence, uHTS. MIN6 cells proliferation, ATPlite luminescence, 48 h; cells starved in 0.2% serum; 100% = growth in 10% serum. proliferation, % at 10 µM. 330,000 tested, 0.29% active. AID 2380, 2010;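 active = compounds whose signal lies at least 3.5 SD above the mean of all wells on their plate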;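 also: 0% = DMSO-treated cells in low-serum medium and 100% = 10% serum control; some compounds called inactive have numbers as strong as hits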
A3G deaminase – APOBEC3G DNA deaminase inhibitors, primary screen, biochemical, fluorescence, single-stranded DNA substrate, uHTS; inhibition, % at 20 µM; 330,000 tested, 0.28% active; recombinant A3G, ssDNA deamination FAM/TAMRA fluorescence;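 active = inhibition of at least 40% at 20 µM, with no more than 30% in the related APOBEC3A deaminase screen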;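 also: plate controls were DMSO wells with A3G for no effect and wells lacking A3G enzyme for full effect; some compounds called inactive have numbers as strong as hits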
Target sequence (Q9HC16 whole entry, looked up): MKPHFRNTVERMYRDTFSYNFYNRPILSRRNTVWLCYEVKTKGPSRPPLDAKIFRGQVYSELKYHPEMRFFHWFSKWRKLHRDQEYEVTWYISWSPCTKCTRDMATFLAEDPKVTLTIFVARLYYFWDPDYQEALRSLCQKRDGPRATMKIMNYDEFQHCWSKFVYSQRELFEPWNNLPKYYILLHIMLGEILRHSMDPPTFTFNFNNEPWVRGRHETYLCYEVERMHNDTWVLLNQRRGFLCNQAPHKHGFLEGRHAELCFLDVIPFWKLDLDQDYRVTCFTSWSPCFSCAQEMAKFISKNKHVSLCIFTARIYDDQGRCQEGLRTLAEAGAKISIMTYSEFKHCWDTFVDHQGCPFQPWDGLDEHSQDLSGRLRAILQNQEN
A3A deaminase – APOBEC3A ssDNA deaminase inhibitors, primary screen, selectivity assay for APOBEC3G inhibitor project, biochemical, FAM/TAMRA oligo cleavage fluorescence. DNA dC->dU-editing enzyme APOBEC-3A (Homo sapiens), P31941. recombinant A3A, FAM/TAMRA ssDNA deamination fluorescence. inhibition, % at 20 µM. 330,000 tested, 0.41% active. AID 493011, 2011;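 active = at least 40% inhibition at 20 µM here, with at most 30% in a related deaminase screen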;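 also: plate controls were A3A with DMSO for no effect and wells lacking A3A enzyme for full effect; some results filed as inactive read as strong as hits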
Target sequence (P31941 whole entry, looked up): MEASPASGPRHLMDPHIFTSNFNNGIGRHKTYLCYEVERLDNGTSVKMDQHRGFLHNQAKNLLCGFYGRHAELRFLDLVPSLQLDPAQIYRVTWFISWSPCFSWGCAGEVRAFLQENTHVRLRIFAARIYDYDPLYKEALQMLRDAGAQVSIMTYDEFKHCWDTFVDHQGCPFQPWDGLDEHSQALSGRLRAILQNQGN
TIM10 inh – growth inhibitors of isogenic TIM10 control yeast, primary screen, counter-screen for tim10-1 yeast inhibitor project, luminescence, uHTS | S. cerevisiae TIM10 strain growth, BacTiter-Glo luminescence, 24 h | inhibition, % at 10 µM | 330,000 tested, 1.4% active | AID 463195, 2010;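 active = inhibition of 40% or more at the single tested concentration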;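 also: wild-type TIM10 isogenic control strain grown at permissive 25 °C; 0% = DMSO yeast wells and 100% = minimal medium wells without yeast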
hIAP inh – human IAP inhibitors, primary screen, biochemical, luminescence, uHTS; Intestinal-type alkaline phosphatase (Homo sapiens), P09923; purified IAP, CDP-Star luminescence, 30 min; inhibition, % at 10 µM; 330,000 tested, 0.12% active; AID 2544, 2010;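 active = inhibition reaching a set limit with compound at 10 µM in the primary screen, cut at about 35% in these data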;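 also: plate controls were DMSO wells with enzyme for no effect and no-enzyme buffer wells for full effect; values of inactives mirror those of a sister screen read the other way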
Target sequence (P09923 whole entry, looked up): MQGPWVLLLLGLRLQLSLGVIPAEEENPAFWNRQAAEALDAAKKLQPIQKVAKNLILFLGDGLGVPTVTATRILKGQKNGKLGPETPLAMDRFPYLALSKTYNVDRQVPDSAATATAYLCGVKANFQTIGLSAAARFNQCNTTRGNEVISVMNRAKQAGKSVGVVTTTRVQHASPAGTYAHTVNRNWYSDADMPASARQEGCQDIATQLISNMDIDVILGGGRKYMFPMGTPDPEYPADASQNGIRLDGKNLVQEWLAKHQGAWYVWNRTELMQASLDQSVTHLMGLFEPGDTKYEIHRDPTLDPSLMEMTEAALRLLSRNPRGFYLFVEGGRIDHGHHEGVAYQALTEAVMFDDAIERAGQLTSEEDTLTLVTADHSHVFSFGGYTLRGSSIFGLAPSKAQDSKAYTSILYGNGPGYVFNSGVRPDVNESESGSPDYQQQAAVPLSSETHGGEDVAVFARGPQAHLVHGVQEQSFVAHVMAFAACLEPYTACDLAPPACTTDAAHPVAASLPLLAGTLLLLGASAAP
Numbers without * were called inactive.

SMILES | tim10-1 inh | mIAP act | mIAP inh | NLRP3 yeast inh | MIN6 prolif | A3G deaminase | A3A deaminase | TIM10 inh | hIAP inh
Cc1ccc(OCC(=O)NS(=O)(=O)c2ccccc2)cc1 | 2 | 1 | -2 | 24 | -5 | -4 | -3 | 11 | -2
COC(=O)COc1cccc(NC(=O)c2ccc(Cl)cc2)c1 | 17 | 0.99 | 1 | 9 | 0 | -7 | -2 | 17 | 2
O=C(COC(=O)C1CCN(c2ccc(C(F)(F)F)cn2)CC1)NCCc1ccccc1 | 35 | 0.95 | 5 | 34 | 0 | -2 | 0 | 9 | 7
C/C(CCCO)=N/Nc1ccc([N+](=O)[O-])cc1[N+](=O)[O-] | 14 | 0.88 | 12 | 25 | 0 | -3 | 3 | 11 | 9
CCc1ccc(N=c2c([N+](=O)[O-])nn(-c3ccccc3)n2O)cc1 | 19 | 0.99 | 0 | 36 | 0 | -1 | 5 | 27 | -1
COc1ccc(OC)c(Nc2cc(C(=O)NCCCN3CCOCC3)c3ccccc3n2)c1 | 10 | 0.9 | 10 | -5 | -1 | -2 | 2 | -5 | -12
CCC(C)NCCOCCOc1ccc(C)cc1OC (stereo not given) | -12 | 1 | -4 | -5 | -1 | 0 | 0 | -7 | 0
O/N=C/c1cc(Br)cc(Br)c1OCc1ccccc1 | 37 | 0.96 | 4 | -102 | 0 | 0 | 2 | -36 | -2
O=C(Nc1nnc(-c2ccccc2F)s1)C1CCN(S(=O)(=O)c2ccc(Cl)cc2)CC1 | -13 | 1 | -5 | -8 | 0 | -3 | 0 | -10 | -6
O=C1C2CCCCC2C(=O)N1Cc1ccccc1 (stereo not given) | 17 | 1 | -1 | 11 | -2 | -9 | -3 | -4 | -7
O=C(COc1ccc(/C=N/NC(=O)c2ccncc2)cc1)Nc1cccc([N+](=O)[O-])c1 | 19 | 0.96 | 4 | 27 | -1 | -9 | -5 | 0 | 1
O=C(OCc1nc2ccc(Cl)cc2n1CCO)c1ccc2c(c1)OCO2 | 16 | 0.94 | 6 | 8 | -1 | 0 | 3 | 10 | 20
COC(=O)[C@]1(Cc2ccccc2)N[C@H](CN(C)C(C)=O)[C@@H]2C(=O)N(Cc3ccccc3)C(=O)[C@@H]21 | 23 | 1 | -4 | -2 | -1 | -6 | -1 | -5 | 2
COc1ccc(/C=C/c2c(-c3ccc(OC)cc3)oc(=O)c3cc(OC)c(OC)cc23)cc1 | 10 | 1.1 | -9 | 3 | -4 | -4 | 0 | 4 | -4
CC(C)c1[nH]c(=O)c(C#N)c2c1CSC(C)(C)C2 | 9 | 0.99 | 1 | 1 | 2 | -3 | -1 | 7 | 12
Cc1ccc(S(=O)(=O)NCc2cccnc2)cc1 | -9 | 0.95 | 5 | 14 | 1 | -3 | -1 | 2 | -28
COc1ccc(C(C(=O)NC2CCCCC2)N(C(=O)c2ccco2)c2ccc(-n3cnnn3)c(C)c2)cc1 (stereo not given) | 1 | 0.94 | 6 | -25 | 2 | -6 | -2 | 2 | -14
CCOc1ccccc1NC(=O)Cn1nnc(C(=O)Nc2ccc(C)cc2)c1N | 11 | 1.1 | -10 | 9 | 0 | 2 | 0 | 3 | -9
CCCN1CCN(CCCNC(=O)Cn2nc(C)n3c(cc4cc(F)ccc43)c2=O)CC1 | -6 | 0.92 | 8 | 13 | 3 | -2 | -3 | 2 | -22
CC1(C)Cc2c(cnn2-c2ccccc2)C(NC(=O)CCN2CCCC2=O)C1 (stereo not given) | 17 | 0.98 | 2 | 6 | -4 | -6 | -7 | 1 | -26
COc1ccc2c(c1OC)C(=O)N1C2SC(C)(C)[C@H]1C(=O)NCC(C)C (stereo not given in full) | -8 | 1 | -4 | 9 | 0 | -5 | -1 | 2 | -14
CCCCC(NC(=O)Cc1c(C)c2cc3c(-c4ccccc4)coc3c(C)c2oc1=O)C(=O)O (stereo not given) | 9 | 0.98 | 2 | 22 | -7 | 4 | 23 | 9 | 3
CCOC(=O)[C@H]1[C@H]2COc3ccccc3[C@@H]2N2C(=O)CN(Cc3ccc(C)cc3)C(=O)[C@@]12C | 19 | 1 | 0 | -4 | -2 | -9 | -2 | 9 | 13
Nc1nc(SCc2ccc(Cl)c(Cl)c2)n[nH]1 | 6 | 0.92 | 8 | 1 | -1 | -3 | -2 | -1 | 12
Cc1cc(NC(=O)Cn2nc(-c3ccccc3F)ccc2=O)ccc1-n1cnnn1 | 12 | 0.98 | 2 | -1 | 1 | -1 | 2 | -13 | 19
Cc1nc2cc(N3CCOCC3)c(NC(=O)C3CC3)cc2c(=O)n1Cc1ccccc1 | 12 | 0.98 | 2 | 9 | -1 | -1 | 0 | -2 | 4
O=C(COC(=O)c1cc(=O)[nH]c2ccccc12)NC1CCCCCCC1 | 21 | 1.1 | -9 | 3 | -1 | -4 | 2 | 1 | 3
O=c1[nH]c(CSc2ncnc3sc(-c4ccccc4)cc23)nc2ccccc12 | -2 | 0.95 | 5 | 3 | -3 | -5 | -4 | -15 | 4
O=C(CSc1ncnc2c1oc1ccccc12)NC1CCCC1 | 21 | 0.99 | 1 | 52* | -4 | -2 | -2 | -8 | -25
CCOc1ccc(-c2cccc(NC(=O)c3ccco3)c2)nn1 | 13 | 0.89 | 11 | 11 | -1 | -9 | -4 | -24 | 16

Random excerpt: four compounds from above.
SMILES | tim10-1 inh | mIAP act | mIAP inh | NLRP3 yeast inh | MIN6 prolif | A3G deaminase | A3A deaminase | TIM10 inh | hIAP inh
O=C(OCc1nc2ccc(Cl)cc2n1CCO)c1ccc2c(c1)OCO2 | 16 | 0.94 | 6 | 8 | -1 | 0 | 3 | 10 | 20
COc1ccc(OC)c(Nc2cc(C(=O)NCCCN3CCOCC3)c3ccccc3n2)c1 | 10 | 0.9 | 10 | -5 | -1 | -2 | 2 | -5 | -12
CCCN1CCN(CCCNC(=O)Cn2nc(C)n3c(cc4cc(F)ccc43)c2=O)CC1 | -6 | 0.92 | 8 | 13 | 3 | -2 | -3 | 2 | -22
COc1ccc(/C=C/c2c(-c3ccc(OC)cc3)oc(=O)c3cc(OC)c(OC)cc23)cc1 | 10 | 1.1 | -9 | 3 | -4 | -4 | 0 | 4 | -4

Further structures
SMILES | tim10-1 inh | mIAP act | mIAP inh | NLRP3 yeast inh | MIN6 prolif | A3G deaminase | A3A deaminase | TIM10 inh | hIAP inh
Cn1c(C(=O)N2CCC(C(N)=O)CC2)cc2c(=O)n(C)c3ccccc3c21 | 6 | 0.85 | 15 | 12 | -3 | -7 | -4 | 6 | 10
CCc1c(C(=O)N/N=C/c2ccc(OCc3ccc(F)cc3)c(OC)c2)nnn1-c1nonc1N | -23 | 1 | -2 | 16 | -5 | -8 | 1 | 1 | 15
CCOCCCNS(=O)(=O)c1ccc(NC(=O)c2ccccc2)cc1 | 27 | 0.98 | 2 | 9 | 0 | 5 | 3 | -9 | -10
CCOP(=O)(c1c(F)c(F)c(F)c(F)c1F)C(O)c1ccccc1 (stereo not given) | 0 | 1.1 | -6 | 19 | 0 | -6 | -5 | -4 | -3
Cc1cccnc1NC(=O)c1ccc(NS(=O)(=O)c2ccc3[nH]c(=O)[nH]c3c2)cc1 | -30 | 1 | -2 | 4 | 0 | -6 | 0 | -7 | 6
Oc1ccc(/C=N/n2c(-c3ccco3)csc2=Nc2cccnc2)c(O)c1 | 18 | 0.91 | 9 | 1 | -3 | -11 | -4 | 17 | -17
O=c1c(C=Nc2cccc(C(F)(F)F)c2)c[nH]n1-c1cccc(Cl)n1 | 11 | 1.1 | -8 | 4 | 2 | 0 | 0 | -6 | -8
COc1ccc(CSCCc2n[nH]c(=S)n2-c2ccccc2)cc1 | 20 | 0.92 | 8 | 26 | -5 | -2 | 0 | 14 | -5
COC(=O)c1ccc(/C=N/NC(=O)CCSc2nc3ccccc3s2)cc1 | 5 | 0.92 | 8 | 7 | -1 | -9 | -3 | 3 | 12
COc1ccc(OC)c(NC(=O)CSc2ccc3nnc(-c4cccnc4)n3n2)c1 | 2 | 1 | -2 | -10 | -4 | -3 | -4 | 15 | -7
COc1ccc(N2CCN(C(=O)c3ccc4c(c3)OCO4)CC2)cc1 | 2 | 0.98 | 2 | -17 | 0 | -4 | -3 | 4 | -4
O=C(NCc1ccccc1)C1(CC2CC(c3ccccc3)=NO2)CCNCC1 (stereo not given) | 0 | 1.2 | -18 | 12 | -7 | -7 | -2 | 7 | -4
CC(=O)OCC1=C(C(=O)O)N2C(=O)C(NC(=O)Cn3nc(C(F)F)c(Cl)c3C)C2SC1 (stereo not given) | -3 | 0.73 | 27 | 18 | 3 | -2 | 22 | 4 | 12
Cc1onc(-c2ccccc2)c1C(=O)OCC(=O)Nc1ccc(C#N)cc1 | 19 | 1.1 | -7 | 19 | -4 | -7 | -5 | 14 | -25
CCOc1ccc(S(=O)(=O)N2CCCCC2)cc1NC(=O)C1COc2ccccc2O1 (stereo not given) | 3 | 1 | -4 | 9 | -4 | -4 | 3 | 7 | -4
O=C(CCNC(=O)c1ccc(Br)cc1)Nc1cccc(S(=O)(=O)N2CCCC2)c1 | 5 | 0.94 | 6 | -9 | 2 | -11 | 5 | -19 | -7
O=C(Nc1nccs1)C1(c2ccc(Cl)cc2)CC1 | 8 | 1.1 | -9 | 0 | -2 | -6 | 0 | 7 | -13
CN(/C(=N\S(=O)(=O)c1ccccc1)C(F)(F)F)c1ccccc1 | -2 | 0.96 | 4 | 14 | -1 | -3 | -4 | -2 | 14
Cc1c(Cl)c([N+](=O)[O-])nn1CC(=O)NCc1cccnc1 | -6 | 0.96 | 4 | -4 | -2 | -1 | 1 | 1 | 16
CCOc1ccc(OCc2cccc(C(=O)N3CCCC3)c2)cc1 | 14 | 1.1 | -13 | 23 | -3 | 3 | 3 | 3 | 0
O=C(NCCN1CCOCC1)C(=O)NCC1OCCN1S(=O)(=O)c1ccccc1 (stereo not given) | 3 | 0.97 | 3 | 5 | 4 | -5 | -3 | 12 | 10
CCOc1ccccc1OCCCC(=O)NNC(=O)c1ccc(F)cc1 | 16 | 1 | -4 | 12 | -3 | 18 | 3 | 4 | -12
CCNC(=O)CCSc1nnc(-c2ccncc2)o1 | 11 | 0.92 | 8 | -4 | -1 | -3 | 0 | -4 | -4
CC(=O)Nc1ccc(S(=O)(=O)N2CCN(Cc3cccc([N+](=O)[O-])c3)CC2)cc1 | 15 | 1 | -1 | 0 | 1 | -4 | -1 | 14 | -6
CCCNC(=S)Nc1ccccc1 | -12 | 0.94 | 6 | 8 | -2 | -2 | -3 | 12 | -6
COc1ccc(-c2c(-c3ccsc3)oc(=O)c3cc(OC)c(OC)cc23)cc1 | 8 | 0.89 | 11 | -27 | -6 | -4 | -4 | -3 | -12
O=C(c1ccccc1)c1cc(-c2ccccn2)c(N2CCOCC2)s1 | 23 | 1.1 | -6 | -6 | -1 | -5 | -2 | 21 | -6
COc1ccc(OC)c(NC(=O)CSc2nnnn2C2CCCC2)c1 | -7 | 0.96 | 4 | 1 | 0 | -4 | 1 | -3 | 3
